# Assay outcomes deposited in PubChem by several laboratories.
# Dyrk1A ADPGlo: Dyrk1A (rat) kinase inhibition; 310,000 tested, 0.43% active; ADP-Glo luminescence, NFATc1 peptide; Q63470; inhibition, % at 12.5 µM; in the data active means inhibition above about 50%;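 further: plate controls were vehicle with enzyme for no effect and no enzyme for full effect; many of its hits are not listed in these tables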
# KCNQ1 inh: inhibitors of human KCNQ1 potassium channel; 310,000 tested, 1.3% active; P51787; CHO-K1 KCNQ1, FluxOR thallium flux fluorescence; active compounds read high; B-score at 10 µM;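 active means compounds whose thallium flux B-score, printed positive for inhibition, exceeds three library SD while starting fluorescence stays within three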;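 further: channel opened by potassium depolarization with thallium stimulus after 20 min compound exposure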
# hERG protect: compounds protecting human hERG from proarrhythmic drug block. CHO-hERG, FluxOR thallium flux, dofetilide IC70 present. activation (rescue from dofetilide block), less the hit threshold, % at 10 µM. AID 1511. 310,000 tested, 0.51% active;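 active means activation above the mean of controls blocked by dofetilide plus 5 SD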;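 further: thallium influx through hERG after potassium depolarization seen as dye fluorescence rise; in these data hits start at about 4.7%; inactives centre near -7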
# GSK3 alpha inh: blocks human GSK-3 alpha kinase; P49840; ADP-Glo luminescence, 60 min; inhibition, % at 10 µM; 320,000 tested, 0.1% active;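 in the data active means inhibition above about 50%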;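 further: GST-tagged GSK-3 alpha with peptide substrate and 25 µM ATP; 0% = DMSO neutral wells and 100% = GW8510 positive control wells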
# GSK3beta inhib: inhibitors of human GSK3beta kinase; P49841; GST-GSK3beta kinase, ADP-Glo luminescence, 60 min; active compounds read low; activity score (negative = inhibition), % at 10 µM; 300,000 tested, 0.038% active; AID 2097;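 active means more than half of replicate wells score below -50%, meaning over 50% inhibition versus plate controls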;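 further: 0% = median DMSO wells and -100% = median GW8510 positive control wells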
#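 Assay system: GST-fused GSK3beta enzyme, cell-free / Medium: Tris pH 7.5 buffer with MgCl2, DTT, BSA, heparin / Also added: peptide substrate plus 25 µM ATP (final) / Compound: 10 µM single point / Timing: kinase reaction with compound 60 min at room temperature / Detection: ADP-Glo luminescence / Benchmarks: DMSO neutral wells and GW8510 at 20 µM as positive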
# PolyA inhibitor: inhibitors of polyadenylation in S. cerevisiae. S. cerevisiae SKY197-pL101 polyadenylation reporter, beta-gal luminescence; efflux-impaired pdr1/pdr3 knockout yeast; score 100 = 6 SD above DMSO. calls only at 12 µM. 300,000 tested, 0.02% active. AID 1875;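 active means lowest replicate activity score at least 50, where 100 means six control SD above control mean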;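 further: yeast exposed to compound for 9 h at 30 °C; higher score means more reporter readthrough which indicates perturbed polyadenylation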
# HDAC3 inh: inhibitors of human histone deacetylase 3; recombinant HDAC3, fluorogenic peptide/trypsin coupled, fluorescence; O15379; AID 2718; inhibition, % at 8.3 µM; 320,000 tested, 0.15% active; in the data active means inhibition above about 26%, passing the limit was not always enough
# Target sequence (O15379 whole entry, looked up): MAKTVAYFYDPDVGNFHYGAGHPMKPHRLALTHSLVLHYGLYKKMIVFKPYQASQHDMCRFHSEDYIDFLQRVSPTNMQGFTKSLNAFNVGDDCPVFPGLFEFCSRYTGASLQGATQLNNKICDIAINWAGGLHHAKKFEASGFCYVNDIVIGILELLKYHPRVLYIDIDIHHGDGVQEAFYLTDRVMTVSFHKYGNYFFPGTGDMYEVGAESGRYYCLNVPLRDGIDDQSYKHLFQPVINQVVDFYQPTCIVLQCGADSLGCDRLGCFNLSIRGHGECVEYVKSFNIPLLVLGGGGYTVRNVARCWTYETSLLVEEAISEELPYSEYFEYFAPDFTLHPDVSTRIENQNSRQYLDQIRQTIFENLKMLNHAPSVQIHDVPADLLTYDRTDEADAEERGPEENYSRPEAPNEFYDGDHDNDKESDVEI
# RGS4 act: RGS4 potentiation or activation; HEK293 M3R/inducible RGS4, carbachol calcium flux Fluo4; active compounds read low; B-score at 10 µM; 310,000 tested, 0.92% active;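 active means B-score of the integrated calcium signal more than 4 SD below the library mean, with starting fluorescence not abnormally high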;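 further: negative B-score means reduced calcium response which marks RGS4 activation or potentiation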
#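 Detection: kinetic calcium fluorescence imaging with Fluo4-AM dye, 2 µM / Material: HEK293 cells with stable M3R and inducible RGS4 / Schedule: recording 10 s baseline at 1 Hz, 100 s post-agonist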
# KCNK3 inh: human KCNK3 channel inhibition, primary screen. O14649. CHO-KCNK3 thallium flux, FluxOR fluorescence; active compounds read low. B-score at 10 µM. 340,000 tested, 0.84% active;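 active means B-score under library mean minus 4 SD, starting fluorescence ratio at most library mean plus 5 SD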;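 further: more negative B-score means stronger inhibition of thallium flux through KCNK3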
# Target sequence (O14649 whole entry, looked up): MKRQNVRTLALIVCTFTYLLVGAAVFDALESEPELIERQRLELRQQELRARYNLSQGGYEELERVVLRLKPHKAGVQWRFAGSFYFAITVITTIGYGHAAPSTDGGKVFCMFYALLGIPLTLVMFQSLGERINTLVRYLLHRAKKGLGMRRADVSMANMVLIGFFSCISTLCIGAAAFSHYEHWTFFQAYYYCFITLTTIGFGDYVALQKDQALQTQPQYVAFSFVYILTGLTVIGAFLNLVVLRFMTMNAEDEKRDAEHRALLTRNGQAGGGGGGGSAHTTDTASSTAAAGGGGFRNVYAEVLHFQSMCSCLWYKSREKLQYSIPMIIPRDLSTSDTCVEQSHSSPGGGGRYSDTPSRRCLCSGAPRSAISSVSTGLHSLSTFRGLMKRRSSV
# KCNQ1 pot: human KCNQ1 channel potentiation or activation; P51787; CHO-K1 KCNQ1, thallium flux FluxOR fluorescence; active compounds read high; B-score at 10 µM; 310,000 tested, 0.35% active; AID 2648;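 active means fluorescence ratio B-score, a plate-corrected score, at least three library SD, with initial intensity B-score within 5 SD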
#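 Assay system: CHO-K1 cells stably expressing KCNQ1. Medium: assay buffer for compound exposure, DMSO matched across wells. Timing: 37 °C overnight plating, 90-min dark dye load, 20-min compound pretreatment. Signal: kinetic FluxOR fluorescence, 10 s baseline plus 110 s post-stimulus.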
# KCNK9 inh: blocks the human KCNK9 two-pore domain potassium channel; Q9NPC2; HEK293 KCNK9, FluxOR thallium flux fluorescence; active compounds read low; B-score at 10 µM; 310,000 tested, 1.2% active;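 active means ratio B-score over 3 SD below the library mean, with starting fluorescence within 5 SD of its mean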;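 further: negative B-score means less thallium flux so channel inhibition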
# The depositor's hits bear a star; i = inactive; . = not tested or not shown; & = joins results of further samples.
SMILES	Dyrk1A ADPGlo	KCNQ1 inh	hERG protect	GSK3 alpha inh	GSK3beta inhib	PolyA inhibitor	HDAC3 inh	RGS4 act	KCNK3 inh	KCNQ1 pot	KCNK9 inh
C=CCNC(=S)NNc1nc(Nc2ccccc2)nc(N2CCCCC2)n1	0	i	-5	1	-3	i	5	i	i	i	i
COc1ccc2c(c1)c(=O)c(C(=O)c1ccccc1)cn2Cc1ccccc1	22	i	-10	.	13	i	2	i	i	i	i
O=C(N/C(=C/c1cccc([N+](=O)[O-])c1)C(=O)N1CCOCC1)c1ccc(Br)cc1	-4	i	-2	0	0	i	-7	i	i	i	i
COc1cccc(CNc2nc3nc(C)c(Cl)c(C)n3n2)c1	-4	i	-11	.	0	i	-1	i	i	i	i
CC(C)CNC(=O)[C@H]1N2C(=O)c3ccccc3C2SC1(C)C (some centres undefined)	-2	i	-6	-1	3	i	-8	i	i	i	i
Nc1c(S(=O)(=O)c2ccccc2)c2nc3ccccc3nc2n1/N=C/c1ccco1	1	i	-15	.	-2	i	-21	i	i	i	i
COC(=O)C(Cc1ccccc1)P(=O)(c1ccccc1)c1ccccc1 (centres undefined)	0	i	-7	2	-1	i	-9	i	i	i	i
Cc1ccc2nsnc2c1NC(=S)NC(=O)c1ccco1	3	i	-5	-1	1	i	2	i	i	i	i
CC(C1CC2CCC1C2)n1c(-c2ccco2)n[nH]c1=S (centres undefined)	-5	i	-4	0	4	i	-7	i	i	i	-15*
COc1ccccc1C(=O)Nc1ccc(S(=O)(=O)N(C)c2ccccc2)cc1	1	i	-2	-3	0	i	5	i	-9.3*	i	-9.1*
CC(C)C(=O)N1CCN(CCN=CC2=C(O)CC(c3ccco3)CC2=O)CC1 (centres undefined)	2&2	i	-15	-2	-8	i	-3	i	i	i	i
CN(Cc1nc(-c2cnccn2)no1)Cc1cccc2ccccc12	2	i	-6	1	1	i	4	i	i	i	i
Cc1ccc(NC(=O)COC(=O)c2csc3c2CCC(C)C3)cc1S(=O)(=O)N1CCCCC1 (centres undefined)	-19	i	-11	-4	4	i	15	i	i	i	-9.2*
CCN1C(=O)c2cccc3c(S(=O)(=O)NCc4ccccn4)ccc1c23	8	i	-6	-2	-2	i	-12	i	i	i	i
CC(=O)Nc1ccc(S(=O)(=O)N(c2cccnc2)S(=O)(=O)c2ccc(NC(C)=O)cc2)cc1	3	i	-4	1	4	i	8	i	i	i	i
Cc1cc(=O)[nH]c(SCC(=O)Nc2ccc(S(=O)(=O)N3CCOCC3)cc2)n1	2	i	-9	0	2	i	3	i	i	i	i
C=CCn1c(SCC(=O)Nc2nnc(C)s2)nnc1C1CC1	1	i	-6	1	-2	i	0	i	i	i	i
COc1cc(S(=O)(=O)NCc2ccncc2)c(OC)cc1C	0	i	-4	0	-3	i	1	i	i	i	i
O=C(O)c1cccc(N2CCCC2=O)c1	-4	i	-10	-1	3	i	1	i	i	i	i
Cc1cc(SC2CCOC2=O)nc2ccccc12 (centres undefined)	7	i	-12	0	-4	i	2	i	i	i	i
CCCN=C(Nc1ccc(Cl)cc1)c1cccnc1	-8	i	-8	8	14	i	-3	i	i	i	i
Cc1ccc(-n2c(C)c(C)c3c(NCCO)ncnc32)cc1	5	i	0	0	3	i	-3	i	i	i	i
CCNC(=S)N1CCC(c2nc3cc(C)c(C)cc3[nH]2)CC1	1	i	-7	.	-1	i	3	i	i	i	i
Cc1cc(=O)[nH]c(SCC(=O)C23CC4CC(CC(C4)C2)C3)c1C#N	-1	i	-9	0	5	i	-4	i	i	i	i
O=C(NCc1cccnc1)c1cnc2n(c1=O)CCS2	-2	i	-10	0	0	i	2	i	i	i	i
CCOC(=O)c1c(C)[nH]c(C(=O)CSc2ccccc2)c1C	2	i	-6	1	-2	i	2	i	i	i	i
Cn1cnnc1SCC(=O)Nc1sc2c(c1C#N)CCCCC2	7	i	-1	-4	0	i	4	i	i	i	i
CCOc1ccc(NC(=O)c2cccc(OC(=S)N3CCC(C)CC3)c2)cc1	-6	i	-9	0	3	i	5	i	i	i	i
O=C(CC(c1ccccc1)c1ccccc1)NCC(O)c1ccc([N+](=O)[O-])cc1 (centres undefined)	-6	i	-8	2	1	i	3	i	i	i	i
Cc1ccc(/C=C(\C#N)C(=O)NCc2ccco2)o1	1	i	-2	-2	3	i	-2	i	i	i	i
Cc1ccc(-n2c(=O)c(C#N)cc3c(=O)n4ccccc4nc32)cc1	-2	i	-5	-3	1	i	-34	i	i	i	i
Oc1ccc(-c2onc(C(F)(F)F)c2-c2cscn2)c(O)c1	27	i	-10	0	-1	i	5	i	i	i	i
COc1ccccc1NC(=O)Cn1c(CCC(=O)O)ccc1-c1ccc(C)cc1	1	i	-9	-5	0	i	4	i	i	i	i
CC(=O)N[C@H](Cc1c[nH]c2ccccc12)C(=O)O	-7	i	-7	-2	-3	i	2	i	i	i	i
O=C1c2ccccc2C(=O)N1c1ncccn1	-3	i	-10	-1	2	i	2	i	i	i	i
COc1ccc(-c2cc(C(F)F)n3ncc(C(=O)N4CCCc5ccccc54)c3n2)cc1	-2	i	-7	0	-2	i	9	i	i	i	i
CCc1ccc(NS(=O)(=O)c2cccs2)cc1	3	i	-6	-1	-4	i	0	i	i	i	i
O=C(c1cnc2n(c1=O)CCS2)N1CCc2ccccc21	0	i	-7	0	0	i	2	i	i	i	i
O=C(Nc1ccc(OC(F)(F)F)cc1)C1CCCN(S(=O)(=O)c2cccnc2)C1 (centres undefined)	-2	i	-3	-4	0	i	3	i	i	i	i
CC(OC(=O)c1cc2sccc2n1C)C(=O)NC(C)(C)C (centres undefined)	-2	i	-20	-2	0	i	-2	i	i	i	i
CCOc1ccc(NC(=O)CN(C)C(=O)C2CCN(c3ncnc4sc(C)c(C)c34)CC2)cc1OCC	23	i	-10	2	-2	i	-7	i	i	i	i
Cc1ccc(-n2c(C)n[nH]c2=S)cc1C	-1	i	-8	0	1	i	9	i	i	i	i
CCc1cc[n+](-c2nc3ccccc3nc2[N-]S(=O)(=O)c2ccc(Br)s2)cc1	5	i	-17	-2	-1	i	7	i	i	i	i
O=C(CCN1C(=O)S/C(=C/c2ccc(Cl)cc2)C1=O)N1CCOCC1	-1	i	-6	-3	-1	i	1	i	i	i	i
CC1CN(c2ccc(C(F)(F)F)cc2[N+](=O)[O-])CCN1S(C)(=O)=O (centres undefined)	-11	i	-2	-2	-2	i	5	i	i	i	i
Cc1cc(C)n2nc(SCC(=O)N(Cc3ccccc3)C3CCS(=O)(=O)C3)nc2n1 (centres undefined)	-1	i	-3	-1	1	i	0	i	i	i	i
COc1ccc(NC(=O)Cc2nnc(SCC(=O)Nc3ccc(F)cc3)n2C)cc1	1	i	-10	0	-2	i	0	i	i	i	i
COc1ccc(C2C3C(C)=NN=C3CC(C)(O)C2C(C)=O)cc1 (centres undefined)	-4	i	-6	0	2	i	0	i	i	i	i
O=C(Nc1ccc(Cl)cc1C(=O)N1CCCC1)c1cccc([N+](=O)[O-])c1	1	i	-5	-1	3	i	-3	i	i	i	i
COc1ccc(C2C(C#N)=C(N)OC3=C2C(=O)CCC3)cc1Cn1cc([N+](=O)[O-])cn1 (centres undefined)	-3	i	-10	-2	-1	i	1	i	i	i	i
CN(CCC(=O)Nc1cc(S(=O)(=O)N(C)C)ccc1Cl)CC(=O)Nc1ccc(F)cc1	1	i	-9	2	0	i	0	i	-17*	i	-12*
Nc1ccccc1Nc1cccc(C(F)(F)F)c1	0	i	-7	-1	1	i	15	i	i	i	i
Cn1cccc1C(=O)NCCc1ccccc1	-1	i	-6	-3	6	i	-4	i	i	i	i
COc1ccc2[nH]cc(CCNC(=O)COc3ccc4ccc(=O)oc4c3)c2c1	3	i	-7	0	-1	i	3	i	i	i	i
O=C(c1cccc(F)c1)N1CCCN(C(=O)c2cccc(F)c2)CC1	-2	i	-2	-1	2	i	0	i	i	i	i
CC(NC(=O)CN1CCN(c2ncccn2)CC1)c1ccc(F)cc1 (centres undefined)	-1	i	-10	-4	0	i	4	i	i	i	i
O=C(NS(=O)(=O)Nc1ccc(Br)cn1)c1c[nH]c2ccccc12	7	i	-3	-3	5	i	6	i	i	i	i
CCCNC(=S)Nc1ccc(F)cc1F	.	i	1	-3	2	i	-5	i	i	i	i
CCCn1c(SCC(=O)c2ccc(CC)cc2)n[nH]c1=O	-2	i	-8	1	-4	i	-5	i	i	i	i

# Some values from the entries so far.
# Under Dyrk1A ADPGlo, COc1ccc(C2C3C(C)=NN=C3CC(C)(O)C2C(C)=O)cc1 (centres undefined) is listed with -4
# Under GSK3 alpha inh, O=C(c1cccc(F)c1)N1CCCN(C(=O)c2cccc(F)c2)CC1 is listed with -1
# Under GSK3beta inhib, O=C1c2ccccc2C(=O)N1c1ncccn1 is listed with 2

# Part of the list above, as labelled records:
Compound: O=C(NS(=O)(=O)Nc1ccc(Br)cn1)c1c[nH]c2ccccc12
  Dyrk1A ADPGlo: 7
  KCNQ1 inh: i
  hERG protect: -3
  GSK3 alpha inh: -3
  GSK3beta inhib: 5
  PolyA inhibitor: i
  HDAC3 inh: 6
  RGS4 act: i
  KCNK3 inh: i
  KCNQ1 pot: i
  KCNK9 inh: i

Compound: Cc1ccc(-n2c(C)n[nH]c2=S)cc1C
  Dyrk1A ADPGlo: -1
  KCNQ1 inh: i
  hERG protect: -8
  GSK3 alpha inh: 0
  GSK3beta inhib: 1
  PolyA inhibitor: i
  HDAC3 inh: 9
  RGS4 act: i
  KCNK3 inh: i
  KCNQ1 pot: i
  KCNK9 inh: i

# These rows are one share of the data; rates above refer to the full screens.
